CAL PDZ FP-1 – CAL PDZ (human) peptide binding inhibition; Q9HD26; purified CAL PDZ, TMR-peptide fluorescence polarization, 1 h; inhibition, % at 24.9 µM; 300,000 tested, 0.92% active; AID 602252;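 active = mean inhibition of at least 30% with at least half of replicates also reaching 30%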;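 note: 0% = DMSO neutral control and 100% = excess unlabeled competitor peptide PRC23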
PvdQ acylase – P. aeruginosa PvdQ acylase inhibition | purified PvdQ acylase, fluorescence plate reader | inhibition, % at 10 µM | 340,000 tested, 0.063% active | AID 488965; in the data active = inhibition above about 30%, passing the limit was not always enough;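 note: 0% = vehicle neutral wells and 100% = reference inhibitor wells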
PfHsp90 set2 – reduces growth (ATP signal) of yeast expressing P. falciparum Hsp90; inhibition, % at 9.4 µM; S. cerevisiae expressing PfHsp90, BacTiter-Glo ATP, 48 h; yeast lacking PDR1 and PDR3 efflux regulators; 310,000 tested, 0.32% active;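 active = every replicate shows inhibition above about 80%, whatever the replicate mean, limit read from the data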;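 note: 0% = DMSO neutral controls and 100% = 20 µM radicicol positive controls; yeast relying on Plasmodium falciparum Hsp90 in place of its own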
NSD2 inh – NSD2 (human) methyltransferase inhibition | O96028 | NSD2 peptide methylation, AlphaScreen, 120 min | inhibition, % at 12.5 µM | 310,000 tested, 0.54% active; in the data active = inhibition above about 50%
CAL PDZ FP-2 – inhibitors of human CAL PDZ peptide binding. Q9HD26. inhibition, % at 20 µM. purified CAL PDZ, TMR-peptide fluorescence polarization, 1 h. 330,000 tested, 0.02% active. AID 504414;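 active = highest replicate inhibition of at least 40%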;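 note: plate controls were DMSO neutral control wells for no effect and unlabeled competitor peptide control wells for full effect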
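System: tagged CAL PDZ domain. Schedule: 1 h room-temperature incubation prior to read. Signal: fluorescence polarization (mP). Measure: percent inhibition from loss of millipolarization.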
dFosB activator – mouse delta FosB homodimer activation; purified delta FosB, TAMRA-CDK5 oligo fluorescence polarization; percent of positive-control signal above neutral wells; activation, % at 25 µM; AID 493131; P13346; 340,000 tested, 0.99% active;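 active = mean activation above about 17%, with every replicate also reaching it, limit read from the data, passing the limit was not always enough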;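 note: fluorescence polarization rise as delta FosB binds a TAMRA Cdk5 AP-1 oligo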
Target sequence (P13346 whole entry, looked up): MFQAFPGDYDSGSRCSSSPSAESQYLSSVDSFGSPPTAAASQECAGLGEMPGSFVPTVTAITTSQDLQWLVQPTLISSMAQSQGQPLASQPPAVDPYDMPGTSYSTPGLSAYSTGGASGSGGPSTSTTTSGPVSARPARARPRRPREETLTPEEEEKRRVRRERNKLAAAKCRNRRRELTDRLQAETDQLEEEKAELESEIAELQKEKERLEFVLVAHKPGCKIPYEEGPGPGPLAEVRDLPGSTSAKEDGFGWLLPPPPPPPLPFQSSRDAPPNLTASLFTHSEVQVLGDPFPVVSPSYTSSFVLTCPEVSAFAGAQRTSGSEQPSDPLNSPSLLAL
SR-BI DiI-HDL act – SR-BI HDL lipid transfer activation; CHO ldlA[mSR-BI] cells, DiI-HDL uptake fluorescence, 3 h; 100 = double the neutral-control signal; activation, % at 12.5 µM; 320,000 tested, 0.096% active;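 active = mean replicate activation of at least 60% and every replicate at or above 60%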;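 note: 0% = median plate neutral-control signal and 100% = twice that signal; values of inactives mirror those of a sister screen read the other way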
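System: CHO ldlA[mSR-BI] cells / Medium: HEPES-buffered (25 mM, pH 7.4) F12 plus 0.5% BSA / Probe or stimulus: labelled HDL, 10 µg/mL / Doses: single compound concentration, delivered by pin transfer / Schedule: 3 h, 37 °C / Measured by: DiI fluorescence, bottom read / Measure: cell-associated DiI fluorescence as measure of HDL uptake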
MITF TRPM1 HTS – MITF TRPM1 promoter activation in melanoma cells; SK-MEL-5 TRPM1-promoter luciferase, 24 h; % of positive control, neutral wells = 0; activation, % at 12.5 µM; 300,000 tested, 0.75% active;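 active = mean activation of at least 80% with every replicate also reaching 80%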;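 note: 0% = neutral control wells and 100% = parthenolide positive control wells; values of inactives mirror those of a sister screen read the other way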
Rtt109 Vps75 – inhibitors of Candida albicans Rtt109/Vps75 histone acetyltransferase; Q5AAJ8; purified Rtt109/Vps75, ThioGlo CoA-SH fluorescence, 4 h; inhibition, % at 34.9 µM; 330,000 tested, 0.16% active;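 active = inhibition of at least 50% in every replicate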
SR-BI HDL uptake – blocks mouse SR-BI lipid uptake from DiI-HDL. inhibition, % at 12.5 µM. 320,000 tested, 0.96% active. ldlA[mSR-BI] CHO cells, DiI-HDL uptake fluorescence, 3 h. AID 488896. Q61009;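 active = mean replicate inhibition of at least 70% and a set share of replicates each scoring 70 or more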;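 note: 0% = median of neutral control wells and 100% = median of positive control wells; values of inactives mirror those of a sister screen read the other way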
Target sequence (Q61009 whole entry, looked up): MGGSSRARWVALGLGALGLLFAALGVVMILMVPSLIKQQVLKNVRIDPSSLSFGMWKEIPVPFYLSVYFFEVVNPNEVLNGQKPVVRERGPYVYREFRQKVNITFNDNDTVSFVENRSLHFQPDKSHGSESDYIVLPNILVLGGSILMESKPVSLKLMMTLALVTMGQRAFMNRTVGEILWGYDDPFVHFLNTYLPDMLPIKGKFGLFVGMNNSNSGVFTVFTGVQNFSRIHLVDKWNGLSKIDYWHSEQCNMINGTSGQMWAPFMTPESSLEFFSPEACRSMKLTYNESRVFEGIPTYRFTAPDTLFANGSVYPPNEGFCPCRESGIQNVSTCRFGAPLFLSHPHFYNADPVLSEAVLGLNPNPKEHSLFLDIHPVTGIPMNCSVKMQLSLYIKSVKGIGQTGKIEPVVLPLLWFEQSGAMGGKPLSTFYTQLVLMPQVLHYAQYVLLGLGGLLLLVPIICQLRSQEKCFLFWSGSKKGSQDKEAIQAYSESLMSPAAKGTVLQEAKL
* hit, by the source's call; / = not tested or not shown; + = active, no number.

CAL PDZ FP-1	PvdQ acylase	PfHsp90 set2	NSD2 inh	CAL PDZ FP-2	dFosB activator	SR-BI DiI-HDL act	MITF TRPM1 HTS	Rtt109 Vps75	SR-BI HDL uptake	SMILES
0	-15	/	0	-0.9	0	-15	12	-2	15	COc1ccccc1NC(=O)c1ccc(C(=O)c2ccccc2)o1
-7	-3	/	-3	-3.3	-6	15	36	-3	-15	O=C(NCC(=O)N1CC=C(c2ccccc2)CC1)c1ccco1
-7	-17	/	1	0.0	3	27	-6	-13	-27	CC(OC(=O)CCN=C1NS(=O)(=O)c2ccccc21)C(=O)N(C)c1ccccc1 (configuration not stated)
-3	-6	-5	30	-2.3	8	/	/	-3	/	COc1cccc(NC(=O)CSc2nc3scc(C)c3c(=O)[nH]2)c1
-4	-15	/	24	-2.5	-11	-11	/	12	11	O=C(NNS(=O)(=O)c1ccc(Cl)cc1)c1cnn(-c2ccccc2)c1-n1cccc1
-6	1	-15	2	-0.9	1	-1	17	-3	1	CCCCn1nnnc1SCC(=O)c1ccccc1F
6	-10	-2	2	1.2	-1	-21	1	1	21	O=C1CCC(c2ccc3c(c2)CCC3)=NN1
-5	3	5	-3	-2.1	-3	20	-13	32	-20	FC(F)(F)c1cccc(NC(=S)NCC2COc3ccccc3O2)c1 (configuration not stated)
-6	9	42	12	-2.3	-14	-10	-8	11	10	Cc1ccsc1/C=C(\C(=O)c1ccc(OC(C)C)cc1)c1nc2ccccc2o1
+	-12	7	-3	-0.5	-5	-4	41	-1	4	O=C(Cn1cccc1C(=O)c1ccccc1)NCc1ccccc1Cl
-2	-11	-47	-3	-0.1	4	19	-10	0	-19	Cc1ccc(S(=O)(=O)Nc2ccc(C(N)=O)cc2)cc1[N+](=O)[O-]
-2	-20	15	/	-1.7	-6	/	3	-75	/	N#Cc1cc2c(=O)n3ccccc3nc2n(Cc2cccnc2)c1=O
-3	-4	2	26	-1.4	-4	2	-3	1	-2	O=C(Nc1ccc(F)cc1F)C1CCCN1S(=O)(=O)c1cccc2nsnc12 (configuration not stated)
/	-9	-22	1	0.4	-3	-100	-7	-2	100*	CC(=O)c1cccc(N=Nc2c(-c3ccccc3)[nH]n(-c3ccccc3)c2=O)c1
-2	-13	/	21	-1.2	-2	-14	-7	1	14	CCN(CC)CCCn1c2c(c(SCC(=O)N3CCc4ccccc43)nc1=O)CCC2
-6	2	10	-2	-0.3	-15	13	3	3	-13	CCc1cc(=O)oc2cc(C)cc(OC(C)C(=O)NCc3cccnc3)c12 (configuration not stated)
-2	-20	-5	1	-0.4	-2	5	64	-3	-5	Cc1ccc(Cc2cnc(NC(=O)c3cccs3)s2)cc1
0	-17	-71	-2	-2.0	-2	-12	-10	-7	12	COc1ccc(N2CCN(C(=S)Nc3cc(C)cc(C)c3)CC2)cc1
-2	0	/	-4	/	-4	-4	/	7	4	COc1ccc(C2=NO[C@@H]3C(=O)N(c4ccc(C)cc4C)C(=O)[C@H]23)cc1OC
5	1	11	4	-1.0	-4	/	-5	/	/	S=C(NCCCN1CCOCC1)N1CCN(c2cccc(Cl)c2)CC1
2	-5	8	1	0.2	2	-9	2	0	9	CC(CN1CCCC1)OC(=O)c1ccccc1Cl (configuration not stated)
/	-17	-12	/	0.4	3	4	2	-19	-4	Nc1nc2n(n1)C(c1ccco1)CC(c1ccc(F)cc1)N2 (configuration not stated)
0	16	-13	-3	-4.1	-8	-41	11	-1	41	COC(=O)c1ccc(NC(=O)COc2cccc3c2OC(C)(C)C3)cc1
-6	-6	13	/	0.0	2	-17	111*	-6	17	O=[N+]([O-])c1cccc(COc2ccc(CN3CCOCC3)cc2)c1
1	-13	-10	-3	-0.6	-11	17	-4	2	-17	O=C(CSc1nnc(Cn2cnc3ccccc32)o1)c1ccccc1
-3	10	5	/	-0.4	-5	15	/	4	-15	CC1(C)CC(=O)C=C(c2ccc(F)nc2)C1
4	8	6	4	-0.8	1	19	-3	3	-19	O=C(Cc1cc(=O)[nH][nH]1)N/N=C/c1ccccc1[N+](=O)[O-]
-4	-9	29	-2	-0.3	-6	14	23	-3	-14	O=C(Nn1cnc2ccccc2c1=O)c1ccccc1Cl
-4	0	11	-1	1.4	1	15	-3	9	-15	COc1ccc(C(=O)NN2C(=O)C3C4C=CC(O4)C3C2=O)cc1 (configuration not stated)
4	-13	-5	-6	-1.2	-13	-1	-1	-3	1	Cc1nn(Cc2ccc(C(=O)Nc3ccccc3F)cc2)c(C)c1Cl
-3	-16	-3	7	-0.1	-3	-16	-4	4	16	CCOC(=O)C1CCN(CCCSc2ccc(C)cc2)CC1
-2	-16	-9	-1	-0.7	-3	32	8	16	-32	CCC(C)[C@H](NC(=O)Nc1ccc(Oc2ccccc2)cc1)C(=O)O (some centres not stated)
3	6	-6	/	-0.8	6	-63	17	1	63	COc1ccc(-c2oc(=O)c3cc(OC)c(OC)cc3c2/C=C/c2ccc([N+](=O)[O-])cc2)cc1
-1	-8	25	-2	-1.8	1	/	18	/	/	Cc1cc(OCC(=O)O/N=C(\N)c2ccccc2)cc(C)c1Cl
69*	-15	4	-1	-0.1	3	-3	-8	3	3	Cc1cccc(N2CCN(C(=O)c3cccc(S(=O)(=O)N4CCCCC4)c3)CC2)c1C
-2	2	17	-4	0.1	-2	7	-2	2	-7	Cc1ccc(S(=O)(=O)Nc2nc3c(s2)C(=O)CC(C)(C)C3)cc1
-3	-8	-23	-7	0.1	-10	/	4	11	/	O=[N+]([O-])c1cc(CN2CCC(O)CC2)ccc1Cl
2	-16	-24	-2	-1.0	-3	30	67	/	-30	Cn1nc(C(=O)Nc2nc3ccccc3[nH]2)ccc1=O
-7	-9	14	41	-1.1	-2	16	/	-14	-16	CCCn1c(=N)n(CC(=O)C(C)(C)C)c2ccccc21
1	-9	-4	3	-2.6	-4	6	5	2	-6	CC1CC(=O)N(CC(=O)Nc2ccccc2F)c2ccccc2S1(=O)=O (configuration not stated)
7	9	7	-5	-0.3	1	5	43	0	-5	O=C(Nc1ccc2c(c1)OCCO2)c1cccs1
-1	-4	/	-4	-0.6	-2	14	6	1	-14	COc1ccc(Cl)cc1N(CC(=O)Nc1ccccc1SC)S(C)(=O)=O
3	-8	16	-2	-0.1	-7	-1	15	6	1	Cn1c(=O)cc(OCCCC(=O)NCCC2=CCCCC2)c2ccccc21
-4	-4	-11	2	-0.8	1	-63	-9	-1	63	COC(=O)c1ccc(N2CCN(C)CC2)c(NC(=O)c2cc3ccccc3o2)c1
-1	-12	6	/	-1.6	-1	-1	/	-3	1	O=C(Nc1cccc(Cl)c1)c1ccc(NC2=NC3CS(=O)(=O)CC3S2)cc1 (configuration not stated)
0	-12	18	/	-0.4	-4	30	15	-11	-30	CCCNC(=O)C1(CC2CC(c3ccccc3)=NO2)CCN(C(=O)C2(C)CC2)CC1 (configuration not stated)
/	-1	-9	-4	0.2	0	15	-4	15	-15	O=C1C2C3C=CC(C2C(=O)N1C1CCCCC1)C1C2C(=O)N(C4CCCCC4)C(=O)C2C31 (configuration not stated)
2	-14	-12	/	-0.6	-1	0	5	-11	0	Cc1ccnc(NC2c3ccccc3C(=O)N2Cc2ccccc2Cl)c1 (configuration not stated)
-7	3	-11	-1	/	3	2	23	9	-2	COc1cccc(CNc2ccc(F)c([N+](=O)[O-])c2)c1O
-4	-2	-19	-2	0.1	-1	3	-5	-3	-3	Cc1nc2cncc(Br)c2n1C

An excerpt from above in order of molar mass, low to high:
CAL PDZ FP-1	PvdQ acylase	PfHsp90 set2	NSD2 inh	CAL PDZ FP-2	dFosB activator	SR-BI DiI-HDL act	MITF TRPM1 HTS	Rtt109 Vps75	SR-BI HDL uptake	SMILES
4	8	6	4	-0.8	1	19	-3	3	-19	O=C(Cc1cc(=O)[nH][nH]1)N/N=C/c1ccccc1[N+](=O)[O-]
-4	-4	-11	2	-0.8	1	-63	-9	-1	63	COC(=O)c1ccc(N2CCN(C)CC2)c(NC(=O)c2cc3ccccc3o2)c1
3	6	-6	/	-0.8	6	-63	17	1	63	COc1ccc(-c2oc(=O)c3cc(OC)c(OC)cc3c2/C=C/c2ccc([N+](=O)[O-])cc2)cc1

Continued:
CAL PDZ FP-1	PvdQ acylase	PfHsp90 set2	NSD2 inh	CAL PDZ FP-2	dFosB activator	SR-BI DiI-HDL act	MITF TRPM1 HTS	Rtt109 Vps75	SR-BI HDL uptake	SMILES
4	1	16	-2	0.4	-1	2	1	-16	-2	COc1ccc(CNC(=O)CN(Cc2cccs2)C(=O)CCC(=O)Nc2ccccn2)cc1
-8	-4	-14	-3	-0.9	5	22	-8	-5	-22	CC12CCC(O)CC1=CCC1C2CCC2(C)C1CCC21CCC(=O)O1 (configuration not stated)
-5	-10	6	/	-2.6	0	-14	-2	-3	14	Cc1cc(SCC(=O)N2CCC(c3noc4ccc(F)cc34)CC2)nc2ccccc12
-1	-1	-16	-7	1.6	-3	3	-8	-4	-3	Clc1ccc(-c2nnc(SCc3cn4ccsc4n3)n2CC2CCCO2)cc1 (configuration not stated)
-3	-6	-3	-2	-0.2	-1	31	/	-9	-31	COc1ccc(-c2noc(CCCC(=O)O)n2)cc1
/	12	-25	/	-0.7	-1	15	/	9	-15	Cc1cccc(NS(=O)(=O)c2nnc(NC(=O)c3ccccc3F)s2)c1
-4	-19	7	-8	-1.4	-6	-19	103*	-450	19	COCCNc1oc(/C=C/c2ccccc2)nc1C#N
-2	3	7	/	-0.9	-2	10	6	1	-10	COc1cc2c(cc1OC)NC(=O)C2
0	6	-27	/	-0.9	6	-29	/	7	29	O=C(Nc1ccc(OCc2ccccc2Cl)cc1)c1cccnc1
-1	1	/	-2	-1.2	-8	15	13	23	-15	Cc1ccc2[nH]c(=O)c(CN(CCO)C(=O)N(C)C)cc2c1
3	-3	0	-1	0.1	-9	-23	-14	3	23	Cc1ccc(NCc2nnc(SCC(=O)N3c4ccccc4Sc4ccccc43)o2)c(C)c1
3	6	-10	4	-0.5	-3	17	50	24	-17	Clc1ccc(-n2cc(COCc3ccccc3)nn2)cc1
-3	7	-2	11	-2.5	-5	25	-11	10	-25	O=C(C1=C(O)C(=O)N(CCN2CCOCC2)C1c1cccc(F)c1)c1cc2ccccc2o1 (configuration not stated)
7	-8	-14	-2	-0.4	-9	12	-10	17	-12	CCN(CC)CCn1c(NCc2cccc(OC)c2)nc2ccccc21
25	-1	/	0	-0.4	3	/	12	-4	/	CCC(C(=O)OC)(C(=O)OC)c1ccc([N+](=O)[O-])cc1
-3	0	18	-2	0.0	8	3	-1	-2	-3	Cc1nnc(SCC(=O)Nc2ncc(S(=O)(=O)c3ccc([N+](=O)[O-])cc3)s2)s1
1	-7	24	-3	-2.1	1	8	-5	-3	-8	CCS(=O)(=O)N1CCC(C(=O)NCc2ccco2)CC1
-7	-9	19	-3	0.3	-7	13	/	-1	-13	Cc1ccc2[nH]c(CNC(=O)c3ccc(F)cc3)cc2c1
